# Bioassay records: PubChem BioAssay, National Center for Advancing Translational Sciences (NCATS)
# Abeta rescue: qHTS for compounds that reverse cellular toxicity of Amyloid beta (A-beta) peptide in yeast: Primary Screen | yeast expressing A-beta42, growth rescue, OD600, 48 h; response scale: 0% DMSO, 100% iron-clioquinol control | Potency, µM (doses to about 46.1 µM), for inactives: at the highest dose growth rescue, usual class: activators | hit rate 0.063% among 410,000 | AID 1347071, 2019; also: potency is read from the fitted curve at half-maximal effect; nearly all actives have a fitted effect of over 55% in size
#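 Growth rescue measured by 600 nm absorbance after 48 h yeast culture at 30 C with compound. Values normalized between DMSO and an equimolar ferric chloride plus clioquinol control.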
# TDP-43 yeast inh: qHTS of TDP-43 Inhibitors; TDP-43 expressing yeast growth rescue, BacTiter-Glo, 24 h; Potency, µM (top dose mostly 46.1 µM), without a hit: at the highest dose growth rescue (activation), most hits filed as activators; hit rate 1.8% among 410,000; AID 652104, 2013; also: potency is read from the fitted curve at half-maximal effect; % of control where 0% means no effect; nearly all actives have a fitted effect of over 50% in size
#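 Galactose-induced TDP-43 yeast, OD600=0.02, compound pinned; 24 hr, 30 deg C; BacTiter-Glo luminescence for growth. Inhibitors of TDP-43 toxicity read as activators.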
# EPAC2 antagonist: qHTS for Antagonist of cAMP-regulated guanine nucleotide exchange factor 2 (EPAC2): primary screen | EPAC2 GEF exchange of Rap1B-BODIPY-GDP, fluorescence | Potency, µM (doses to about 114 µM), without a hit: at the top dose activity, negative = inhibition, actives largely listed as inhibitors | hit rate 0.18% among 360,000; also: potency is read from the fitted curve at half-maximal effect; % is scaled to controls: 0 for no effect and ±100 for the full control effect; nearly all actives have a fitted effect of over 45% in size; many of its hits are not listed in these tables
# Target sequence (Q8WZA2 whole entry, looked up): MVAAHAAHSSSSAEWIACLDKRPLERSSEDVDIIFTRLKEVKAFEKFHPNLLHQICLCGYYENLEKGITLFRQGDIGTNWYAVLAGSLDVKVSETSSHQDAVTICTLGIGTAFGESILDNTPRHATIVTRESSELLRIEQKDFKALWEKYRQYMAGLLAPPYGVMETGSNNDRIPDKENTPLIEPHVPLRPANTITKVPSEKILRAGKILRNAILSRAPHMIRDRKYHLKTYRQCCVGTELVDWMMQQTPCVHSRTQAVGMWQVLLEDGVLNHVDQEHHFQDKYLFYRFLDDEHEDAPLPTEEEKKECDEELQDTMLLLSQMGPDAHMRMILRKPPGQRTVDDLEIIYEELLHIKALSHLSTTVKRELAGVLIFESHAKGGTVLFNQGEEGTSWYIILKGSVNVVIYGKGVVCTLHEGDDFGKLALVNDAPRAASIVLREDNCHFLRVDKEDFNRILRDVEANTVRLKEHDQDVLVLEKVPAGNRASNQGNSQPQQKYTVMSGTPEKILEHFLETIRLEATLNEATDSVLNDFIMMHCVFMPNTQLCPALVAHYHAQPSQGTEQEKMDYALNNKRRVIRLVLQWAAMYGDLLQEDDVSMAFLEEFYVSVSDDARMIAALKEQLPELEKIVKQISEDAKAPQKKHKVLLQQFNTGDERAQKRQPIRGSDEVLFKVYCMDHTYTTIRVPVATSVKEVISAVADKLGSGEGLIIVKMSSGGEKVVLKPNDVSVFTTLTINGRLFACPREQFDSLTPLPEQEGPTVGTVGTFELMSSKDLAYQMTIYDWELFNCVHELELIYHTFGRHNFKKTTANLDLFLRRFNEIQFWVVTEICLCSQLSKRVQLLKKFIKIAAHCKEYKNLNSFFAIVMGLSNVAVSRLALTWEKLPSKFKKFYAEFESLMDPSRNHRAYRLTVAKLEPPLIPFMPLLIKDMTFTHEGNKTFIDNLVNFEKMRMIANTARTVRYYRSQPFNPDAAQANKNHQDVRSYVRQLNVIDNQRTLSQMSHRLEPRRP
# DRD3 antagonist: qHTS of D3 Dopamine Receptor Antagonist: qHTS. max response, negative = inhibition, %. AID 652054, 2013. D(3) dopamine receptor (Homo sapiens), P35462. hit rate 2.5% among 360,000. D3R cells, DiscoveRx beta-arrestin luminescence, antagonist mode; stronger effect = lower value; in the data active = max response below about -50%; inconclusive = no clear call, values can overlap the other calls; also: % is scaled to controls: 0 for no effect and ±100 for the full control effect; mostly tested at two doses, the higher about 12 µM
#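 Cells expressing the human receptor were seeded at 1500 cells/well, incubated overnight at 37 degrees C in 5% CO2, then exposed to library compounds with dopamine controls for 90 minutes at 37 degrees C before luminescent detection.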
# FUS yeast rescue: qHTS for Suppressors of FUS Proteinopathy: Primary screen using FUS-linked yeast assay | S. cerevisiae FUS-expressing, growth rescue, OD600, 24 h | Potency, µM (top dose mostly 76.6 µM), for the others: at the highest dose growth rescue (activation), most hits filed as activators | hit rate 0.24% among 390,000 | AID 1347120, 2019;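 also: potency is read from the fitted curve at half-maximal effect; plate controls were DMSO vehicle for no effect and reference control for full effect; nearly all actives have a fitted effect of over 55% in size; some results filed as inactive show a strong effect at the top dose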
#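 Galactose (2%) drives FUS expression in yeast precultured in raffinose; seeding density OD 0.005. Test compounds incubated 24hr at 30C and 99% humidity before absorbance at 600 nm was measured.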
# aSyn yeast inh: qHTS of alpha-syn Inhibitors. Yeast expressing alpha-synuclein, growth rescue, BacTiter-Glo, 24 h. hit rate 0.14% among 370,000. Potency, µM (titrated, usually from 46.1 µM), without a hit: at the highest dose growth rescue (activation), actives largely listed as activators; also: potency is read from the fitted curve at half-maximal effect; % of control where 0% means no effect; nearly all actives have a fitted effect of over 65% in size
#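 Screening used galactose-induced yeast with toxic alpha-synuclein levels, exposed to compound for 24 hr at 30 deg C. Cell growth, read with BacTiter-Glo luminescence, gave the measured signal.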
# EPAC2 ag: qHTS for Agonist of cAMP-regulated guanine nucleotide exchange factor 4 (EPAC2): primary screen; hit rate 0.079% among 360,000; AID 720711, 2013; Potency, µM (doses to about 154 µM), for the others: at the highest dose activation, hits mostly activators; EPAC2 activation, biochemical qHTS; response scale: 100% = 6.5 mM cAMP response; also: potency is read from the fitted curve at half-maximal effect; nearly all actives have a fitted effect of over 50% in size
#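 In this primary screen, activation is scored as increased exchange of BODIPY-GDP from Rap1B by 100 nM EPAC2, with 50 uM GDP as competitor. Signal is normalized to the 6.5 mM cAMP agonist control.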
# D3 ag: qHTS of D3 Dopamine Receptor Agonist: qHTS | D(3) dopamine receptor (Homo sapiens), P35462 | D3R DiscoveRx beta-arrestin cells, luminescence, 90 min | max activation, % | hit rate 0.58% among 410,000; in the data active = max activation above about 30%; also: 0% is about no effect; mostly tested at two doses, the higher about 12 µM
#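 Agonist-mode cell screen: cells plated at 1500/well and incubated overnight at 37 °C, then exposed to library compounds for 90 min at 37 °C. Detection reagent was added for 30–60 min at room temperature, and luminescence was read.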
# Numbers without * were called inactive; ? = inconclusive; / = not tested or not shown; & = joins results of further samples; [ ] = remark or other dose. Unless noted, calls follow the shape of the dose curve; as a rule, active = well fitted curve in the direction sought with a large enough effect; inconclusive = small, poorly fitted or top-dose-only effect, or another doubt; inactive = no such curve, though single readings can be large; an effect the other way counts as inactive or inconclusive. Only part of the results is shown, so the mix of outcomes need not match the whole.
Structure,Abeta rescue,TDP-43 yeast inh,EPAC2 antagonist,DRD3 antagonist,FUS yeast rescue,aSyn yeast inh,EPAC2 ag,D3 ag
CCOCCOc1nc2c(c(=O)n(C)c(=O)n2C)n1CCc1ccccc1,-9%,-3%,6%,28,4%,-6%,0%,3
O=C(O)CCCC(=O)N1N=C(c2ccccc2)CC1c1ccc2nccnc2c1 (stereo unspecified),10%,11%,4%,-10,/,4%,0%,-1
CCN(CC(=O)Nc1ccc(NC(C)=O)cc1)C(=O)c1cc(-c2ccccc2Cl)nc2ccccc12,-10%,17%,-4%,50,20%,-12%,-7%,-5
COc1ccc(C(C)=O)cc1CSc1ccccn1,17%,?,?,6,10%,4%,5%,-3
CCNC(=O)C1(C)CCCN1C(=O)c1cc(OC)c(OC)c(OC)c1 (stereo unspecified),-15%,0%,11%,7,-26%,2%,5%,4
Cc1cc(S(=O)(=O)Nc2nc(CN3CCOCC3)nc3sc4c(c23)CCC4)cc(C)c1C,1%,11%,-4%,-22,41%,7%,12%,-7
CC(C)(C)OC(=O)C[C@H]1C/C=C\C[C@H](CC(=O)N(CCO)Cc2ccccc2)C(=O)N2CCC[C@H]2COC1=O,-5%,4%,3%,12,33%,-4%,14%,11
COc1ccc(OC)c(CNC(=O)c2c3c(nc4ccccc24)C(=O)N(C2CCCCC2)C3)c1,-11%,3%,/,/,-11%,/,/,-8
Cc1ccc(N2C(=O)/C(=C/c3ccco3)SC2=S)cc1,-2%,-8%,1%,-6,-5%,1%,3%,3
O=C1C=C(c2ccc(Oc3ccccc3)cc2)C[C@@H](c2ccc3c(c2)OCO3)C1,6%,14%,11%,-24,-2%,-1%,16%,3
O=C(NCc1ccccn1)Nc1cccc(NC(=O)NCc2ccccn2)c1,28%,-13%,-5%,17,24%,-3%,9%,-1
NC(=O)CC(NC(=O)Cc1ccc(Cl)cc1)c1ccc(NC2CCCCCCC2)c([N+](=O)[O-])c1 (stereo unspecified),-4%,-3%,-18%,-9,5%,-3%,-11%,-25
NNCCc1ccccc1,-15%,0%,8%,-113*,-21%,4%&4%,4%,-21&-2
Cc1c(C(=O)N2CCCCC2)c(S(=O)(=O)Nc2cccc(Br)c2)c(C)n1C,-7%,-3%,-15%,5,2%,?,-13%,-10
C/C(Cn1nnc([N+](=O)[O-])n1)=N\NC(=O)c1ccccc1,19%,19%,-2%,?,-6%,13%,-1%,8
Cc1ccc(C)c(N2CCN(C(=O)CCCCCn3c(=S)[nH]c4ccc(N5CCOCC5)cc4c3=O)CC2)c1,-8%,2%,-4%,104,66%,-5%,-1%,27
O=C(COC(=O)Cc1ccccc1F)Nc1cccc(S(=O)(=O)NC2=NCCCCC2)c1,-12%,12%,10%,5,-18%,-2%,-1%,9
COc1cc2nc(SCC(=O)Nc3ccc(F)cc3)n3nc(CCn4c(C)nc5ccccc54)nc3c2cc1OC,-5%,-16%,/,/,9%,/,/,-9
CC(=O)Nc1ccc(S(=O)(=O)NC2(C(F)(F)F)C(=O)NC(C)=C2C#N)cc1 (stereo unspecified),-5%,-25%,7%,-1,8%,-2%,3%,-1
COc1ccc(-c2cnc3c(NC=O)cc(-c4ccccc4)cn23)cc1OC,13%,?,-6%,15,41%,4%,-6%,0
COC(=O)CCSc1nccn1Cc1ccccc1,3%,0%,6%,18,6%,0%,3%,2
CCN(CC)C(=N)/C(C#N)=N/Nc1ccccc1,2%,10%,4%,-17,-16%,-3%,-4%,-6
Cc1cccc(Nc2c(-c3cccs3)nc3nc(C)cc(C)n23)c1,-1%,11%,/,/,-10%,/,/,-14
O=C(Cn1cnc2c(nnn2Cc2ccc(F)cc2)c1=O)NCc1ccc2c(c1)OCO2,-7%,0%,-7%,-24,/,-2%,4%,-3
Cc1nn(-c2ccccn2)c(C)c1Oc1ccccc1O,14%,18%,-4%,11,13%,-15%,6%,2
COc1ccc(C(=O)Nc2c(Cl)cc(Cl)cc2C(=O)NCCN2CCOCC2)cc1,1%,4%,19%,-18,21%,-15%,-1%,-4
O=C(CN1CCN(c2ncccn2)CC1)NCc1ccc2c(c1)OCO2,7%,13%,12%,15,1%,4%,0%,3
COc1ccc(CN(C)C(=O)c2ccc(OCC(=O)Nc3cccc(C(F)(F)F)c3)c(OC)c2)cc1,3%,17%,-18%,0,?,?,-1%,15
Cc1ccc2c(c1)c(C)cc(=O)n2CCC(=O)O,4%,-4%,-3%,5,-12%,-6%,8%,6
O=S(=O)(c1cccc2nsnc12)N1CCN(Cc2ccccc2)CC1,17%,-9%,0%,17,-5%,2%,13%,2
COc1ccc(NC(C)=O)cc1NC(C)C(=O)Nc1cc(C(F)(F)F)ccc1N1CCOCC1 (stereo unspecified),2%,7%,0%,11,47%,-3%,6%,-4
Cc1nc2ccccc2c(=O)n1-c1ccc(NC(=O)c2ccccc2[N+](=O)[O-])cc1,-21%,17%,/,/,4%,/,/,1
CN1C(=O)CC(Nc2cccc3cccc(N)c23)C1=O (stereo unspecified),20%,/,1%,0,43%,-1%,6%,11
Cc1ccc(CNS(=O)(=O)c2c(C)[nH]c(=O)[nH]c2=O)cc1,12%,5%,0%,22,-8%,-6%,9%,3
O=C(Nc1ccccc1)OCCNC1CCCCC1,-2%,10%,-1%,?,/,-7%,4%,-20
CN1CCC(=C2c3ccccc3C(O)c3ccccc32)CC1 (stereo unspecified),4%,4%,6%,-80*,-30%,3%,-5%,2
NC(=O)c1ccc(NC(=O)CN2C(=O)NC3(CCCCCCC3)C2=O)cc1,-3%,-8%,8%,5,12%,2%,-4%,1
CCOc1ccccc1N(CC(=O)Nc1cccc(OC)c1)S(=O)(=O)c1ccccc1,19%,9%,-2%,15,3%,6%,-2%,6
C[C@]12CC[C@@H]3c4ccc(OS(=O)(=O)O)cc4CC[C@H]3[C@@H]1CCC2=O,-7%&14%,5%&10%,5%&8%,13&8,-12%&-31%,1%&6%,10%&-6%,15&14&-14
CCOC(=O)c1c(C)[nH]c(C(=O)OCC(=O)N(CC)c2c(N)n(Cc3ccccc3)c(=O)[nH]c2=O)c1C,-2%,0%,-18%,-8,-12%,-4%,6%,-2
Cc1cccc(C(=O)NCCN2CCCC2)c1,-9%,-2%,5%[57.1 µM],-66*,12%,0%,-1%,-6
O=C(N/N=C/c1ccc(O)cc1O)c1ccc(NC(=O)C2CCCCC2)cc1,9%,24%,28%,5,19%,3%,-9%,-1
Cc1ccc(S(=O)(=O)Nc2ccc3oc(=O)sc3c2)c(C)c1,-15%,10%,-9%,14,12%,19%,-3%,4
CCCCCCCCNc1ncnc2[nH]ncc12,-3%,6%,-4%,2,11%,-2%,-8%,26
CCN(CC)C(=O)C1=C(C)N(CCCOC)C(=O)C(CC(=O)NCCCN(C)C)C1 (stereo unspecified),0%,0%,6%,19,-24%,-1%,5%,3
CCN(CC)CCCn1c2c(c(SCC(=O)Nc3cc(C)on3)nc1=O)CCC2,-14%,-4%,25%,-25,/,3%,-1%,-10
O=C(COC(=O)c1cccc(NC(=O)c2ccc(Br)cc2)c1)c1ccc(Cl)cc1,1%,23%,/,/,2%,/,/,4
O=C(NN(C(=O)c1ccccc1)c1ccccc1)c1ccccc1,23%,-9%,1%,4,9%,8%,6%,4
Cc1cccc(CSc2nnc(C)c(=O)n2N)c1,0%,18%,1%,-4,/,5%,10%,-4
CCOc1cccc(OCCNC2CCCC2)c1,-2%,0%,-1%,?,14%,-1%,11%,-15

# More records:
Structure,Abeta rescue,TDP-43 yeast inh,EPAC2 antagonist,DRD3 antagonist,FUS yeast rescue,aSyn yeast inh,EPAC2 ag,D3 ag
CCN(CC)c1ccc(/C=C2\SC(N)=NC2=O)cc1,-3%,6%,-1%,-15,-17%,-1%,-25%,-2
COC(=O)C1CCCN1S(=O)(=O)c1ccc2ccccc2c1 (stereo unspecified),-1%,17%,-11%,?,5%,0%,-8%,-18
N#CCC(=O)N/N=C/c1ccc(OC2CSC2)cc1,7%,?,-30%,-22,-2%,-1%,9%,-8
CC1CCC(NC(=O)c2ccc(NC(=O)CC3SC(N4CCCC4)=NC3=O)cc2)CC1 (stereo unspecified),-10%,28%,9%,9,4%,4%,-3%,8

# 9 of these compounds in another layout.
# Below each SMILES – Abeta rescue	TDP-43 yeast inh	EPAC2 antagonist	DRD3 antagonist	FUS yeast rescue	aSyn yeast inh	EPAC2 ag	D3 ag
- CCN(CC)CCCn1c2c(c(SCC(=O)Nc3cc(C)on3)nc1=O)CCC2
    -14%	-4%	25%	-25	/	3%	-1%	-10
- O=C(COC(=O)c1cccc(NC(=O)c2ccc(Br)cc2)c1)c1ccc(Cl)cc1
    1%	23%	/	/	2%	/	/	4
- O=C(NN(C(=O)c1ccccc1)c1ccccc1)c1ccccc1
    23%	-9%	1%	4	9%	8%	6%	4
- Cc1cccc(CSc2nnc(C)c(=O)n2N)c1
    0%	18%	1%	-4	/	5%	10%	-4
- CCOc1cccc(OCCNC2CCCC2)c1
    -2%	0%	-1%	?	14%	-1%	11%	-15
- CCN(CC)c1ccc(/C=C2\SC(N)=NC2=O)cc1
    -3%	6%	-1%	-15	-17%	-1%	-25%	-2
- COC(=O)C1CCCN1S(=O)(=O)c1ccc2ccccc2c1 (stereo unspecified)
    -1%	17%	-11%	?	5%	0%	-8%	-18
- N#CCC(=O)N/N=C/c1ccc(OC2CSC2)cc1
    7%	?	-30%	-22	-2%	-1%	9%	-8
- CC1CCC(NC(=O)c2ccc(NC(=O)CC3SC(N4CCCC4)=NC3=O)cc2)CC1 (stereo unspecified)
    -10%	28%	9%	9	4%	4%	-3%	8
